MEX-5 binding = C. elegans MEX-5 TCR-2 RNA binding activity; Q9XUB2; MEX-5/FITC-TCR2 RNA binding, fluorescence polarization; active compounds read low; activity score (negative = inhibition of binding), % at 10 µM; 300,000 compounds, 0.38% hits; AID 1832;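 active = inhibition past about -25% in most replicates, and total fluorescence under double the plate's negative control median, limit read from the data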;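 also: 0% = DMSO and -100% = 5 µM competing unlabeled TCR2 RNA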
PAD4 inh = PAD4 (human) enzyme inhibition; inhibition, % at 6.36 µM; recombinant PAD4, RCA probe fluorescence polarization; 330,000 compounds, 0.41% hits;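 active = percent inhibition above a cutoff equal to the mean of all tested compounds plus 3 SD, cut at about 15% in these data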;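 also: 0% = PAD4 with RCA probe and DMSO and 100% = probe without PAD4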
Target sequence (Q9UM07 whole entry, looked up): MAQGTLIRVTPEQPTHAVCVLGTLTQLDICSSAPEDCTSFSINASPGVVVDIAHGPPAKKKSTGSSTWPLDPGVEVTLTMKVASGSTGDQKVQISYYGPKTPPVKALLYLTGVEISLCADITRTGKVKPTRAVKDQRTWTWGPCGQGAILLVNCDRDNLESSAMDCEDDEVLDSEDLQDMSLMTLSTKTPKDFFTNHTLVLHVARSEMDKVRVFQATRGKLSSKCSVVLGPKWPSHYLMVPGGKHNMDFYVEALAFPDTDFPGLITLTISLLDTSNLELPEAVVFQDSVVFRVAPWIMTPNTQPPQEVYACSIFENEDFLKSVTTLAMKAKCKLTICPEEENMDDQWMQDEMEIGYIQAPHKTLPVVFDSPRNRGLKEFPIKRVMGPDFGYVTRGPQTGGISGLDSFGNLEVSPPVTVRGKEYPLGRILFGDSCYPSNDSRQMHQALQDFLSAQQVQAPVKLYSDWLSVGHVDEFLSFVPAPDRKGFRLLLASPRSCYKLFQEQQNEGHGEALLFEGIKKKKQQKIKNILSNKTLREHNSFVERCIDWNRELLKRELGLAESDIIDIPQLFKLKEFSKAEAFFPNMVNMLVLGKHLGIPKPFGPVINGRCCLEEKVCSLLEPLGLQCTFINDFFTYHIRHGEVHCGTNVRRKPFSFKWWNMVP
BCLXL inh = blocks human Bcl-xL binding to Bim BH3 peptide; 320,000 compounds, 0.7% hits; inhibition, % at 10.9 µM; AID 2129; GST-Bcl-xL / FITC-Bim BH3 peptide fluorescence polarization;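 active = inhibition above the mean of all tested compounds plus 3 SD, cutoff set per campaign, cut at about 30% in these data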;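 also: 0% = DMSO wells and 100% = unlabeled Bim-BH3 peptide competitor; inhibitors lower millipolarization by displacing the labeled peptide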
GSTO1 counter = blocks human GSTO1 in RBBP9 counter-screen | inhibition, % at 5.96 µM | 300,000 compounds, 1.1% hits | AID 1974 | recombinant GSTO1, activity-based probe fluorescence polarization | P78417;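 active = inhibition above the campaign mean inhibition plus 3 SD, cut at about 35% in these data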;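 also: 0% = GSTO1-1 with DMSO and 100% = wells lacking GSTO1-1 enzyme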
MCL1 BIM primary = disrupts human MCL1 binding to BIM-BH3 peptide | Q07820 | GST-MCL1 / FITC-Bim-BH3 fluorescence polarization | inhibition, % at 10.9 µM | 320,000 compounds, 0.68% hits;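 active = inhibition above the mean inhibition of all tested compounds plus 3 SD, set per campaign, cut at about 40% in these data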;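 also: 0% = DMSO wells and 100% = unlabeled Bim-BH3 peptide control; higher means more loss of mP so more displacement of Bim peptide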
Target sequence (Q07820 whole entry, looked up): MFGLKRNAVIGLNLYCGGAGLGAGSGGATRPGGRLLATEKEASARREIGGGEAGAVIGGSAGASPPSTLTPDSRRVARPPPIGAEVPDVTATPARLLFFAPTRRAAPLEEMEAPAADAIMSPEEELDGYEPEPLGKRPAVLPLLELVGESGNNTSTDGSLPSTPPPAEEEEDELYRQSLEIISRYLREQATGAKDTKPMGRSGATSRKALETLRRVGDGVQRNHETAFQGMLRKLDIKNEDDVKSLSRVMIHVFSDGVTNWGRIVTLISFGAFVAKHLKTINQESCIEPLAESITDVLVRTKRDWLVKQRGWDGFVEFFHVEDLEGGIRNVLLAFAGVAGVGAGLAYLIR
GLD-1 RNA inh = GLD-1-TGE RNA interaction inhibition (C. elegans); 320,000 compounds, 0.44% hits; AID 2280; purified GLD-1 + fluorescein TGE RNA, fluorescence polarization; inhibition, % at 5.96 µM;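 active = percent inhibition above a per-plate cutoff, the plate mean of test compounds plus 3 SD, cut at about 30% in these data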;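 also: 0% = DMSO wells with GLD-1 and probe and 100% = wells lacking GLD-1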
Fam108B counter = blocks mouse Fam108B hydrolase in RBBP9 counter-screen. recombinant Fam108B, FP-Rh probe fluorescence polarization. inhibition, % at 9.51 µM. 300,000 compounds, 0.33% hits. AID 1947;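 active = inhibition above the screen mean inhibition plus 3 SD, computed separately per campaign, cut at about 18% in these data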;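 also: inhibitors lower polarization as less probe binds the enzyme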
TPT1 inh = blocks Candida albicans tRNA 2'-phosphotransferase. recombinant caTPT1, FP RNA substrate dephosphorylation. inhibition, % at 5 µM. 300,000 compounds, 0.81% hits. AID 1962;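 active = inhibition above the mean of all tested compounds plus 3 SD, set per screening campaign, cut at about 24% in these data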;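 also: plate controls were DMSO alone for no effect and ferristatin control at 100 nM for full effect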
PME-1 primary = PME-1 (human) inhibition. Q9Y570. recombinant PME-1, FP-Rh probe fluorescence polarization. 320,000 compounds, 0.53% hits. inhibition, % at 5.9 µM;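 active = inhibition above the campaign mean of all compounds plus 3 SD, cut at about 26% in these data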;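 also: competitive labeling of PME-1 active site by serine hydrolase directed probe; 0% = PME-1 with DMSO and 100% = wells lacking PME-1 enzyme; inhibitors block probe labeling so polarization falls and inhibition rises; many of its hits are not listed in these tables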
Starred values were filed as active, the others as inactive; · = no result given.

SMILES	MEX-5 binding	PAD4 inh	BCLXL inh	GSTO1 counter	MCL1 BIM primary	GLD-1 RNA inh	Fam108B counter	TPT1 inh	PME-1 primary
O=C(Nc1ccc(CN2CCS(=O)(=O)CC2)cc1)c1ccc(C(F)(F)F)cc1	-0.9	-2	4	3	3	0	0	0	4
O=C(CCC(=O)c1ccc(F)cc1)Nc1cccnc1	2.0	0	3	1	7	4	7	-1	-2
CCOC(=O)C1(Cc2ccc(Cl)cc2)CCN(C(=O)CCc2cnccn2)CC1	0.3	0	4	-3	8	-3	-1	-1	-5
Cc1csc(C(=O)NN)c1N(C)C	-1.6	-3	1	-6	3	-3	-1	-4	0
O=C(NCCNC(=O)c1ccccc1F)c1ccco1	-3.3	1	2	4	2	-4	4	-1	0
CC(c1nccs1)N(C)c1nc2nonc2nc1NC1CC1 (stereo not drawn)	-8.2	-19	33*	23	37	28	-3	-9	-8
CC(Sc1nnc(-c2ccco2)o1)C(=O)NCCC1=CCCCC1 (stereo not drawn)	-1.0	-1	12	5	3	3	-1	1	6
c1coc(CNc2ncnc3ccccc23)c1	0.5	-3	0	2	-8	-3	-1	-2	4
CCCc1ncc(CN2CCCCC2C(=O)Nc2ccc(Oc3ccccc3)nc2)cn1 (stereo not drawn)	2.9	4	5	7	8	3	-6	-4	-2
CCOc1ccccc1Nc1nnc(C)c(=O)[nH]1	-2.8	3	-7	3	-7	7	0	8	2
O=C(O)CSCC(=O)N1CCN(c2cc(C(F)(F)F)nc3ccccc23)CC1	0.4	-1	0	-2	1	0	3	-1	-5
CCOc1ncccc1C(=O)Nc1ccc(Cl)cc1	-1.3	-1	-2	0	-3	-4	-5	2	-3
O=c1c2[nH]c3ccc(Br)cc3c2ncn1CCCn1ccnc1	-0.5	2	7	11	7	4	0	-8	-13
CC(C)(C)C(=O)OCc1nc(-c2ccc(F)cc2)cs1	0.7	3	5	-7	2	-2	2	-1	-3
O=C(c1ccc(CS(=O)c2cccc(Cl)c2)o1)N1CCOCC1 (stereo not drawn)	-0.5	2	5	6	8	7	0	-2	1
CSCCC1NC2(C(=O)Nc3ccc(Cl)cc32)[C@@H]2C(=O)N(C3CCCC3)C(=O)[C@H]12 (stereo partly drawn)	-2.3	-3	8	1	3	-1	-2	-1	2
COc1cc(C(=O)N2CCC(n3cnc4cc(F)ccc43)CC2)cc(OC)c1OC	-4.9	-5	2	1	-1	-8	-2	0	1
Cn1cc(C(=O)NS(=O)(=O)Nc2ccc(Br)cc2)c2ccccc21	-0.5	-2	10	4	6	9	-1	-4	-4
C=CCNc1nc(N)c(C(=C(C#N)C#N)c2ccc(Br)cc2)s1	-4.2	1	4	-4	3	4	18	1	8
COc1cnc(-c2ccccc2)[nH]c1=O	2.2	-3	6	7	3	-5	3	3	7
CC(NC(=O)/C(C#N)=C/c1ccc(OCC(=O)O)cc1)c1ccccc1 (stereo not drawn)	0.0	-3	-7	-8	-30	-5	-1	3	-1
CC(NCc1ccccc1)c1ccccc1O (stereo not drawn)	0.7	0	3	4	-3	-1	0	0	-2
COc1ccc(CC(=O)OC(C)CN2CCCCC2)cc1 (stereo not drawn)	-0.6	-6	2	12	0	-2	1	-3	0
Cc1nc(CC(=O)Nc2nccs2)cs1	0.6	4	4	7	-1	1	1	1	-8
Cc1cccc(NC(=S)N2CCn3cccc3C2c2cccnc2)c1 (stereo not drawn)	-1.8	-6	8	6	14	3	-2	-2	-2
SMILES	MEX-5 binding	PAD4 inh	BCLXL inh	GSTO1 counter	MCL1 BIM primary	GLD-1 RNA inh	Fam108B counter	TPT1 inh	PME-1 primary
C/C(=N/NC(=O)c1ccco1)c1ccc(NC(=O)c2ccc(Br)o2)cc1	-1.5	-1	4	-2	14	-4	-1	-4	-2
N#Cc1c(-c2ccccc2F)cc(C2CC2)nc1SCC(=O)c1cccs1	1.6	0	-16	-5	-21	-8	-8	12	4
Cc1cc(F)ccc1NC(=O)CCc1ccc(S(=O)(=O)N2CCOCC2)cc1	·	0	0	·	4	9	·	·	1
CCCCCNc1nc(NCCCO)c(C#N)c2c1CN(C)CC2	-3.1	-1	23	10	21	6	6	-14	0
On1cnnc1-c1ccccc1	-0.6	-5	7	1	-1	-3	-6	-2	-3
CCCOc1ccc(N2C(=O)CC(N(CCC)C(=O)CCC(=O)O)C2=O)cc1 (stereo not drawn)	0.7	1	3	-5	1	-3	3	2	-8
Cc1ccc(-n2c(SCC(=O)Nc3ccc4c(c3)OCO4)nnc2-c2ccoc2C)cc1	-1.4	2	-1	6	-1	4	0	-3	3
CCN(CC)S(=O)(=O)c1ccc(Cl)c(C(=O)Oc2cccc(-c3cnc4ccccc4n3)c2)c1	·	2	-1	-2	-6	0	-11	-1	-9
COCCn1c(N)c(S(=O)(=O)c2cccs2)c2nc3ccccc3nc21	-4.2	22*	17	81*	20	2	9	-3	8
CCCCCC(=O)NNC(=S)NC(=O)c1ccccc1[N+](=O)[O-]	-0.5	1	9	6	14	-8	-1	-3	5
COc1ccc(N(Cc2cc3ccccc3[nH]c2=O)C(=O)C2CCCO2)cc1 (stereo not drawn)	-0.8	0	6	7	8	-4	-1	1	0
O=C(CC(C(=O)N1CCc2ccccc21)n1ccnc1)NCc1cccnc1 (stereo not drawn)	0.5	0	11	5	6	5	7	-2	4
Cc1c(/C=C/C(=O)c2ccc(C(C)C)cc2)cnn1C	2.4	3	2	6	3	0	1	-2	-6
CC(=O)N1CCc2cc(S(=O)(=O)CCC(=O)NCc3ccc(C)o3)ccc21	-2.2	-2	18	0	11	14	-3	-4	1
O=C(CSc1ccc(Cl)cc1)Nc1ccc(N2CCN(C(=O)c3ccco3)CC2)cc1	0.3	0	7	6	7	4	-4	-6	2
COc1ccc(C(=O)NC(=O)Nc2ncccc2C)cc1	1.2	-1	7	-2	2	4	1	-2	3
COc1cc(NC(=O)c2csc3c2CCCC3)ncn1	-2.0	3	7	-4	4	0	-1	-5	-5
COc1ccc(CC(NC(C)=O)C(=O)NC2CCN(C(=O)c3ccc(OC)c(OC)c3)CC2)cc1OC (stereo not drawn)	-3.0	0	3	4	3	5	-1	1	-4
CC(C)(C)NC(=O)C1CCN(S(=O)(=O)c2cccc(C(F)(F)F)c2)CC1	-0.3	0	4	9	5	4	-6	-1	-4
COc1ccc(NC(=S)N(CCCN2CCN(C)CC2)Cc2cccs2)cc1	2.1	5	2	9	1	1	-2	2	0
CC1CC(=O)Nc2ccccc2N1S(=O)(=O)c1ccc(C#N)cc1 (stereo not drawn)	2.6	1	-3	-10	1	-4	2	4	3
CCN(CC)S(=O)(=O)c1ccc(NC(=O)C2CCCN(C(=O)c3ccc(Cl)cc3)C2)cc1 (stereo not drawn)	-4.4	0	2	-2	-14	0	-6	-1	10
CCN1CCN(C(=O)c2cc3c(-c4ccc(Cl)cc4)nn(C)c3s2)CC1	3.6	3	7	14	5	2	-1	-4	-18
O=C(O)Cn1c(=O)c2cccn2c2ccccc21	-1.2	4	3	2	-4	3	3	-2	-1
CC(=O)Oc1ccc2c(=O)c(Oc3ccccc3)coc2c1OC(C)=O	-1.8	1	15	21	50*	-2	3	-2	-4

Complete entries, looked up by structure.
Shown for COc1cc(NC(=O)c2csc3c2CCCC3)ncn1 → MEX-5 binding: -2.0; PAD4 inh: 3; BCLXL inh: 7; GSTO1 counter: -4; MCL1 BIM primary: 4; GLD-1 RNA inh: 0; Fam108B counter: -1; TPT1 inh: -5; PME-1 primary: -5
Shown for CCCCCNc1nc(NCCCO)c(C#N)c2c1CN(C)CC2 → MEX-5 binding: -3.1; PAD4 inh: -1; BCLXL inh: 23; GSTO1 counter: 10; MCL1 BIM primary: 21; GLD-1 RNA inh: 6; Fam108B counter: 6; TPT1 inh: -14; PME-1 primary: 0

Continued:
SMILES	MEX-5 binding	PAD4 inh	BCLXL inh	GSTO1 counter	MCL1 BIM primary	GLD-1 RNA inh	Fam108B counter	TPT1 inh	PME-1 primary
CCN(CC)S(=O)(=O)c1ccc(N2CCN(C)CC2)c(NC(=O)Nc2ccccc2F)c1	0.0	2	5	7	12	2	1	-2	1
Cc1cc(C)nc(NN2C(=O)C=CC2=O)n1	-29*	-3	9	5	8	2	1	-4	3
O=C(O/N=C(/c1ccccc1)c1ccncc1)c1ccccc1[N+](=O)[O-]	1.9	-2	4	12	4	-11	-6	2	0
CCOC(=O)c1sc(NC(=O)CSc2nc(C)cc(C)c2C#N)c(C#N)c1C	-1.1	0	3	12	1	-1	-2	2	3
CN(C)c1ncc(CN2CCC(C(=O)Nc3ccc(-n4cccn4)cc3)CC2)s1	-2.4	-1	-1	5	-4	-2	1	-5	0
COc1cccc2cc(C(C)N(CCCN3CCOCC3)C(=S)Nc3cc(C)ccc3C)oc12 (stereo not drawn)	1.2	2	0	8	5	-4	-16	-2	1
O=C(O)c1cccc(N2CCCCS2(=O)=O)c1	-1.7	-1	-4	1	-1	3	-2	1	4
CCC(=O)Nc1ccc(C(=O)OCC(=O)c2ccc(C)c([N+](=O)[O-])c2)cc1	-0.3	2	3	2	1	1	2	-4	-5
Cc1ccc(C(=O)Nc2c(C(=O)N3CCOCC3)cnn2-c2ccccc2)cc1	2.5	1	5	2	8	5	3	-7	-1
C=CCn1c(-c2ccccc2)ccc(C#N)c1=O	3.3	-1	-5	-6	1	6	-3	-1	-3
CN(c1ccccc1)c1ccc(/C=c2\s/c(=C(/C#N)C(=O)C(C)(C)C)n(Cc3ccco3)c2=O)cc1	-6.0	-71	-10	-109	-43	-67	-58	151*	-60
O=C1OC(=O)c2cc([N+](=O)[O-])ccc21	·	3	8	·	1	0	·	·	-4
Cc1ccc2cc(CN(Cc3ccc(F)cc3)Cc3nnnn3C3CCCC3)c(=O)[nH]c2c1	2.4	4	2	3	9	-8	0	-5	2
N/C(=N\NC(=O)c1cccc(F)c1)c1cc2ccccc2oc1=O	-3.5	-6	4	-3	2	1	-4	2	20
COc1cccc(NC(=O)N[C@@H](Cc2ccccc2)C(=O)O)c1	-1.8	2	7	2	7	4	0	-1	1
Fc1cccc(Nc2nc3ccccc3n3nnnc23)c1	-2.8	-5	-1	1	1	-7	-9	7	7
Cc1ccc(Nc2ncc(C(=O)NCCCN3CCN(C)CC3)c3ccccc23)cc1Cl	2.3	3	6	10	-5	-3	0	-4	2
CC1Cc2ccccc2N1C1=NS(=O)(=O)c2ccccc21 (stereo not drawn)	2.1	-3	2	0	1	-4	6	-4	3
O=C(CNC(=O)c1cc2c(s1)CCC2)Nc1ccccc1Br	0.5	3	0	0	-1	-3	2	2	-4
CN(C)c1cc(-c2ccc(Cl)cc2)oc(=O)c1Cl	2.8	-2	5	-1	7	-7	-3	0	-3
CCc1c(C)c(C#N)c2nc3ccccc3n2c1NCC1CCCO1 (stereo not drawn)	-2.4	2	2	-3	-1	2	1	-1	8
CCc1ccc(NC(=O)CSc2nc3c(c(=O)n(C)c(=O)n3C)n2C)cc1	0.9	2	2	1	2	5	1	0	0
CCN(CC(=O)Nc1c(F)cccc1F)C(=O)c1ccc(N2C(=O)c3ccccc3C2=O)cc1	0.8	-3	3	-1	-3	9	0	3	-5
C/C(=N\NC(=O)c1c(C)nc2ccccn12)c1ccc(N2CCOCC2)cc1	3.5	2	0	-2	2	10	-6	-2	-7
CCCOc1ccc(C(=O)CCN2CCCCC2)cc1	2.0	0	-3	-17	1	7	-4	-4	-5
C/C(=N/NS(=O)(=O)c1ccc(F)cc1)c1ccncc1	-1.7	3	3	-2	7	3	-1	0	9
CS(=O)(=O)N1CCN(c2ccccc2NC(=O)c2ccc(-c3ccc(Cl)cc3Cl)o2)CC1	2.1	2	-1	-11	-2	-6	-3	0	-3

Source: PubChem (several laboratories)

These rows are one share of the data, so the mix of outcomes need not match the whole.
